Screening data (PubChem)
ERK EGF inh = EGF-driven ERK pathway inhibition | AID 1454 | Potency, µM (top dose mostly 11.5 µM), for inactives: top-dose activity change, negative = inhibition, most hits filed as inhibitors | HEK293-V1b, EGF-stimulated phospho-ERK AlphaScreen | hit rate 0.41% among 130,000; active = well fitted inhibition curve with a large enough effect; inconclusive = small, poorly fitted or top-dose-only effect, or effect the other way;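 note: plate controls were stimulated vehicle wells for no effect and unstimulated vehicle basal for full effect; nearly all actives have a fitted effect of over 55% in size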
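HEK293 cells stably expressing V1b receptor, serum-reduced (1% FBS) overnight, pretreated 30 min with compound, then stimulated 5 min with 25 nM EGF; phospho-ERK detected by AlphaScreen SureFire. AC50 from Hill fits, normalized to DMSO and EGF.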
Active calls of the source: *; ? = inconclusive; [ ] = another dose, or the depositor's remark. Potency is the fitted concentration of half-maximal effect. A portion of the library; the hit share may differ from the screen's.

SMILES | ERK EGF inh
O=C(O)C1C2CCC(C2)C1C(=O)NCCC1=CCCCC1 (stereo unspecified) | -4.2%
CC(C)(CO)CNC(=O)c1ccc(OC2CCN(C(=O)C3CC3)CC2)cc1 | -4.3%[57.5 µM]
CC(=O)N1CCC[C@@]2(CCN(Cc3ccccc3)C2)C1 | 10.5%
Cc1csc2c(N3CCN(C(=O)NC(C)(C)C)CC3)ncnc12 | 6.8%[57.5 µM]
O=C(COC(=O)C1(c2ccccc2F)CCCC1)Nc1ncc(C(F)(F)F)cc1Cl | 5.5%
O=C(O)CC(NC(=O)C(c1ccccc1)c1ccccc1)c1cccc([N+](=O)[O-])c1 (stereo unspecified) | -7.4%[57.5 µM]
O=C(CSc1nc2[nH]ncc2c(=O)n1-c1ccccc1Br)NCc1ccccc1Cl | -3.4%
CSc1nc(N)nc(C2CC2)n1 | -8.5%[57.5 µM]
Cc1nnsc1C(=O)NNC(=O)c1cccc2ccccc12 | -7.9%[57.5 µM]
CCC1SC(CC)C(=O)N(CC(=O)Nc2ccc3c(c2)OCO3)C1=O (stereo unspecified) | -4.0%
CC(OC(=O)c1c2c(nc3ccccc13)/C(=C\c1ccc3c(c1)OCO3)CCC2)C(=O)Nc1ccc(S(N)(=O)=O)cc1 (stereo unspecified) | -2.9%
CCCC(=O)Nc1ccccc1NC(=O)c1ccc(OCC)c(OCC)c1 | -9.9%
COc1ccc(Oc2ncc3nc(-c4ccccc4)c(=O)n(CCC#N)c3n2)cc1 | 0.2%
O=C(N/N=C/C=C/c1ccccc1[N+](=O)[O-])c1cc(-c2cccnc2)nc2ccccc12 | -0.5%
CN1CCN(/N=C/c2ccc(OCc3ccccc3)cc2)CC1 | -11.9%[57.5 µM]
CC(C)c1ccccc1NC(=O)COC(=O)/C=C/c1cccc([N+](=O)[O-])c1 | 3.5%
COC(=O)Cc1ccc(NC(=S)NN2CCOCC2)cc1 | -0.9%
Cc1onc(-c2ccccc2)c1C(=O)N/N=C/C=C/c1ccccc1 | 17.8µM*
COc1ccc(-c2[nH]ncc2CN(C)CC2CCCCO2)cc1F (stereo unspecified) | 0.4%
O=c1[nH]c(/C(Cl)=C/c2cccc(C(F)(F)F)c2)nc2cc(Cl)ccc12 | -11.5%
CCCSc1nc(=S)n(Cc2ccccc2)c(C)c1C(C)=O | -8.4%
O=[N+]([O-])c1ccccc1S(=O)(=O)Oc1ccc(/C=N/n2cnnc2)cc1 | -3.6%
CCOC(=O)CSc1nnc(Cn2c(=O)sc3ccccc32)n1-c1ccccc1C | 3.6%
C/C(=N/N=C1/NC(=O)CC(C(=O)O)S1)c1ccccc1 (stereo unspecified) | 9.3%
O=C(C1=C[C@H](C2CCCCC2)C[C@H](OCc2ccc(CO)cc2)O1)N1CCN(Cc2ccc3c(c2)OCO3)CC1 | 10.6%[57.5 µM]

The last 3 compounds of the part above open the next one:
SMILES | ERK EGF inh
CCOC(=O)CSc1nnc(Cn2c(=O)sc3ccccc32)n1-c1ccccc1C | 3.6%
C/C(=N/N=C1/NC(=O)CC(C(=O)O)S1)c1ccccc1 (stereo unspecified) | 9.3%
O=C(C1=C[C@H](C2CCCCC2)C[C@H](OCc2ccc(CO)cc2)O1)N1CCN(Cc2ccc3c(c2)OCO3)CC1 | 10.6%[57.5 µM]
COc1ccccc1NC(=O)c1cnc(Nc2ccccc2OC)c2ccccc12 | ?
O=C(O)CCC(=O)NNC(=O)CCC1CCCCC1 | -11.9%
CC(=O)c1ccc(N=C2SCCCN2C(=O)C2CCCC2)cc1 | 3.3%
CCCCC[C@H](O)C=C[C@H]1[C@H](O)CC(=O)[C@H]1CCCCCCC(=O)O | -19.8%
COc1ccc(NC(=O)C(C)N2c3cccc4cccc(c34)S2(=O)=O)cc1OC (stereo unspecified) | -0.8%
CC1=C(C#N)C(c2ccc(O)cc2)C2=C(CCCC2=O)N1 (stereo unspecified) | 6.0%
O=C(NCc1ccccc1)c1cc(=O)c2ccccc2o1 | -2.8%
COc1ccc(-n2c(CNC(=O)COc3ccc(Cl)cc3Cl)n[nH]c2=S)cc1 | -2.9%
CCCCC(=O)NC(c1cccs1)c1cc(Cl)c2cccnc2c1O (stereo unspecified) | 7.6%
Cc1cccc(NC(=O)CCSc2nncn2C)c1 | -11.9%
CC1(C)CC(=O)C(C2=NC(C)(C)Cc3ccccc32)=C(O)C1 | 10.0%[57.5 µM]
COc1ccc(OCC(=O)O/N=C(\N)c2ccc(OC)c(OC)c2)cc1 | 4.1%
COC(=O)c1cccc(-c2ccc(/C=N/N3C(=O)C4C5C=CC(C6CC56)C4C3=O)o2)c1 (stereo unspecified) | ?
CN1CCN(c2ccc(Cl)cc2NC(=O)/C=C/c2cccc(F)c2)CC1 | 1.2%
C=CCOc1ccc(C=Nc2ccc(C)c(Cl)c2)c(O)c1 | 2.3%
CN(C)CCCN=c1cc(-c2ccccc2)oc2ccc(Cl)cc12 | 0.0%
COc1ccccc1N1CCN(Cc2cn[nH]c2-c2ccc(F)cc2)CC1 | ?
COCCCN(CC(=O)O)S(=O)(=O)c1ccccc1 | ?
CCOc1cc(N2CCOCC2)c(OCC)cc1NC(=O)c1ccc(S(=O)(=O)N(C)C)cc1 | -15.0%[57.5 µM]
COC(=O)[C@@H]1C[C@@H]2CC[C@@H](O)C[C@@H]2N1Cc1ccc(C(F)(F)F)cc1 | -3.4%
CC1SCC(=O)N(CC(=O)NC2CCCCC2)C1=O (stereo unspecified) | -13.5%
CC(/C=C/c1cccc([N+](=O)[O-])c1)=N\NC(=O)c1ccncc1 | 15.4%
COc1ccc(N2C(=O)S[C@@H]3CS(=O)(=O)C[C@@H]32)cc1 | -1.8%
O=C(COC(=O)C1CC(=O)N(Cc2ccco2)C1)c1ccc(OC(=O)c2ccccc2)cc1 (stereo unspecified) | -5.5%
CCOc1ccc(-c2cc(C(=O)NN3CCN(C)CC3)c3cc(Cl)ccc3n2)cc1 | 4.7%
SMILES | ERK EGF inh
CCOC(=O)c1cc(-c2cccnc2)nn1-c1ccccc1 | -3.3%
O=C(NCc1ccccc1)C(=O)NCC1OCCN1C(=O)c1cccs1 (stereo unspecified) | 0.8%
CC(=O)N1N=C(c2cccc(Br)c2)OC12CCCC2 | -6.3%[57.5 µM]
O=C(O)[C@@H]1Cc2ccccc2N1 | -3.0%[57.5 µM]
CCCCNC(=O)CSc1nc2cc3c(cc2c(=O)n1CCC(=O)NCCc1ccc(OC)c(OC)c1)OCO3 | 0.7%
COc1ccccc1NC(=O)CCSc1nnc(-c2ccco2)o1 | 1.1%
O=C(O)c1cccc(NC(=S)NC(=O)c2ccncc2)c1 | 1.2%
CCn1cc(CNCc2ccc(OCC(O)CN(C)Cc3ccccc3)cc2)cn1 (stereo unspecified) | 0.4%
CCN(CC)S(=O)(=O)c1cccc(NC(=O)COc2ccc(C#N)cc2OC)c1 | 1.9%
CCC(=O)NS(=O)(=O)c1ccc(N=NN2CCCCC2)cc1 | -7.1%
C=CCNc1cnn(-c2ccc(C)cc2)c(=O)c1Sc1ccc(C)cc1 | 5.7%
Cc1cccc(NC(=O)C(=O)NCc2ccc3c(c2)OCO3)c1C | -7.1%
CCOc1cccc2cc(C(=O)Nc3ccccc3-c3ccccc3)c(=O)oc12 | 0.0%
COc1ccc(S(=O)(=O)NCC2CCCN(C(=O)CNC(C)=O)C2)cc1 (stereo unspecified) | -3.6%
C#CCOC(=O)CCCC(=O)NCCCCCCCC | 17.1%
CCCc1[nH][nH]c(=O)c1C(c1ccc(Cl)cc1)C(C#N)C#N (stereo unspecified) | 2.7%
CCOC(=O)C(NCCc1ccc(F)cc1)(NC(=O)CC)C(F)(F)F (stereo unspecified) | 4.9%
O=C(c1ccc2c(c1)OCO2)C1CCCN(C(=O)Nc2ccc(F)cc2F)C1 (stereo unspecified) | -1.4%
O=C(N/N=C/c1cccs1)C(=O)Nc1cccc(Cl)c1 | 1.0%
O=C(CSc1ncnc2scc(-c3ccc(F)cc3)c12)c1ccc2c(c1)OCCO2 | -3.9%
O=C1Nc2ccccc2S/C1=C/c1cccs1 | -1.0%[57.5 µM]
O=C1CC(N2CCN(Cc3ccc4c(c3)OCO4)CC2)C(=O)N1c1cccc2ccccc12 (stereo unspecified) | 4.8%
CCOc1ccc(/C(C)=N/NC(=O)C(OC)c2ccccc2)cc1 (stereo unspecified) | 5.7%
O=C(O)CC1S/C(=N/N=C/C=C/c2ccccc2)NC1=O (stereo unspecified) | 7.3%
O=C1Nc2ccccc2C(=O)N2CCC[C@@H]12 | 0.5%
SMILES | ERK EGF inh
CC(=O)Nc1cc[n+](C(C)C(=O)c2ccc(Br)cc2)cc1 (stereo unspecified) | -1.3%
C=CCC(C)(O)c1ccc(OC)cc1 (stereo unspecified) | -10.9%
O=C(/C=C/c1ccc([N+](=O)[O-])cc1)NCCN1C(=O)S/C(=C\c2ccc(F)cc2)C1=O | 0.8%
CC(=O)Nc1cc(C(=O)NCCN2CCN(Cc3ccccc3)CC2)ccc1Sc1ccc(C)cc1 | -13.5%
Cc1noc(C)c1COC(=O)Cc1ccc(Br)cc1 | -3.8%
O=S(=O)(NCc1ccccn1)c1cc(C(F)(F)F)ccc1Cl | 19.2%
CC(/C=C1\NC(=S)NC1=O)=C\c1ccccc1 | 1.7%[57.5 µM]
O=CN1CCN(c2ncnc3c2nnn3Cc2c(F)cccc2Cl)CC1 | -4.1%
Cc1cn(Cc2ccccc2Cn2cc(C)c(=O)[nH]c2=O)c(=O)[nH]c1=O | ?
COC(=O)N1CCC2(CC1)CCN(c1ccccc1)CC2 | -1.3%
Cc1ccc2c(c1)nnn2C1CCN(CC(=O)Nc2ccc(F)cc2)CC1 | -8.9%[57.5 µM]
COc1cc(NC(=O)CSc2nnc(NC(C)C)s2)cc(OC)c1OC | 3.5%
O=C(CCNC(=O)c1ccccc1)N/N=C/c1ccc([N+](=O)[O-])cc1 | 0.1%
COc1cccc(C(=O)NNC(=O)Cc2csc(N)n2)c1 | -9.7%
CN1CCN(C(=O)/C=C/c2ccc([N+](=O)[O-])o2)CC1 | -0.1%[57.5 µM]
Cc1cccc(N(CC(=O)NC(C)(C)C)C(=O)CS(=O)CC(=O)Nc2ccc(F)cc2)c1 (stereo unspecified) | -5.0%
COc1cccc(NC(=S)Nc2ccc(Br)cc2Cl)c1 | 6.7%[57.5 µM]
O=S(=O)(c1ccccc1)c1nc(-c2ccccc2)oc1N1CCOCC1 | 3.0%
S=C1NC2CCCCC2N1 (stereo unspecified) | -1.5%
N#C/C(=C\c1c[nH]c2ccccc12)c1nnc2n1CCCCC2 | 5.0%
COc1ccc(/C=C2\CCC(C3CCCC3)C2=O)cc1Cn1nc(C)cc1C (stereo unspecified) | 0.1%
Cc1ccc(C2(c3noc(CN4CCC(C(=O)N5CCOCC5)CC4)n3)CCCC2)cc1 | -0.3%
Cc1nn(C)cc1/C=C(/C#N)C(N)=O | 3.6%
NS(=O)(=O)c1ccc(NCC2COc3ccccc3O2)c([N+](=O)[O-])c1 (stereo unspecified) | -10.9%
O=C1CNC(=S)N1CCc1ccccc1Cl | 9.3%[57.5 µM]
SMILES | ERK EGF inh
Cc1ncsc1CCOC(=O)c1ccc([N+](=O)[O-])cc1 | 6.6%
O=C(CNc1cccc2ccccc12)N/N=C/c1ccc([N+](=O)[O-])cc1 | -2.1%
COc1cccc(NC(=S)NCc2ccncc2)c1 | 8.1%
COc1ccc(N(C(=O)c2cc3ccccc3oc2=O)C2C=CS(=O)(=O)C2)c(OC)c1 (stereo unspecified) | 0.3%
COc1cc(/C=N/Nc2ncnc3sc4c(c23)CCC4)ccc1O | -1.6%
CCn1ccnc1CNC(=O)CC1C(=O)NCCN1CC(c1ccccc1)c1ccccc1 (stereo unspecified) | -19.8%
CC(C)(C)C1CCC2(CC1)C(Nc1cccc(C(F)(F)F)c1)=NC(=S)N2CC#N (stereo unspecified) | -2.8%
COc1ccc(CN2CCC(C(=O)N3CCN(c4ccccc4F)CC3)CC2)cc1OC | 3.3%
COCCCNC(=O)CCc1ccccc1 | -9.1%
O=C(N(c1ccccn1)c1ccccn1)C12CC3CC(CC(Cl)(C3)C1)C2 | -1.9%
O=C(COc1ccc(Cl)cc1)NCCc1ccccn1 | 3.6%
CNC(=O)[C@H]1O[C@@H](n2cnc3c(NCc4cccc(I)c4)ncnc32)[C@H](O)[C@H]1O | 18.8%
Cc1nn(C)cc1C(=O)Nc1c(C)nn(Cc2ccccc2Cl)c1C | 12.5%
C/C(=N\NC(=S)NCc1ccccc1)c1ccco1 | 0.5%
O=C(c1cccs1)N1CCN(Cc2ccccc2)CC1 | 5.9%
COc1cc(C(c2oc(CO)cc(=O)c2O)c2oc(CO)cc(=O)c2O)cc(OC)c1OC | -1.0%
Cc1c(O)cc2n(c1=O)-c1ccccc1C2(C)C | -1.2%
CCCN1CCC(=NNC(=O)CSc2cc(C)c(Br)cc2C)CC1 | -2.8%

Grouped by structure, the entries above with an aryl thioether with sulfur outside any ring
SMILES | ERK EGF inh
O=C(CSc1nc2[nH]ncc2c(=O)n1-c1ccccc1Br)NCc1ccccc1Cl | -3.4%
CSc1nc(N)nc(C2CC2)n1 | -8.5%[57.5 µM]
CCCSc1nc(=S)n(Cc2ccccc2)c(C)c1C(C)=O | -8.4%
CCOC(=O)CSc1nnc(Cn2c(=O)sc3ccccc32)n1-c1ccccc1C | 3.6%
Cc1cccc(NC(=O)CCSc2nncn2C)c1 | -11.9%
CCCCNC(=O)CSc1nc2cc3c(cc2c(=O)n1CCC(=O)NCCc1ccc(OC)c(OC)c1)OCO3 | 0.7%
COc1ccccc1NC(=O)CCSc1nnc(-c2ccco2)o1 | 1.1%
C=CCNc1cnn(-c2ccc(C)cc2)c(=O)c1Sc1ccc(C)cc1 | 5.7%
O=C(CSc1ncnc2scc(-c3ccc(F)cc3)c12)c1ccc2c(c1)OCCO2 | -3.9%
CC(=O)Nc1cc(C(=O)NCCN2CCN(Cc3ccccc3)CC2)ccc1Sc1ccc(C)cc1 | -13.5%
COc1cc(NC(=O)CSc2nnc(NC(C)C)s2)cc(OC)c1OC | 3.5%
CCCN1CCC(=NNC(=O)CSc2cc(C)c(Br)cc2C)CC1 | -2.8%
